Source: PubChem (National Center for Advancing Translational Sciences (NCATS))
Pin1 inhibitor = qHTS Assay to Find Inhibitors of Pin1. hit rate 0.009% among 390,000. Peptidyl-prolyl cis-trans isomerase NIMA-interacting 1 (Homo sapiens), Q13526. AID 504891, 2011. Potency, µM (titrated, usually from 115 µM), inactives show top-dose activity, negative = inhibition, hits mostly inhibitors. Pin1 FP peptide displacement, HiFluor488, 10 min; active = well fitted inhibition curve with a large enough effect in the polarisation, with a control signal flat, not every such curve was filed as active; inconclusive = small, poorly fitted or top-dose-only effect, or effect the other way, or a change in a side signal; inactive = no such curve, though single readings can be large or run the other way; the % refers to the polarisation; also: potency is read from the fitted curve at half-maximal effect; % is scaled to controls: 0 for no effect and ±100 for the full control effect
USP1 inh = Inhibitors of USP1/UAF1: Primary Screen | recombinant USP1/UAF1, Ub-Rhodamine cleavage fluorescence | Potency, µM (titrated, usually from 57.1 µM), for the others: at the highest dose activity change, negative = inhibition, most hits filed as inhibitors | hit rate 0.23% among 390,000; also: potency is read from the fitted curve at half-maximal effect; % is scaled to controls: 0 for no effect and ±100 for the full control effect; nearly all actives have a fitted effect of over 60% in size; inactives centre near -12
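1 nM enzyme complex + cpd, 15 min RT; start with Ub-Rho 150nM final; kinetic fluorescence ex 480/em 540, 6 reads q60 s. Buffer 50mM HEPES pH 7.8, 0.5mM EDTA, 0.1 mg/ml BSA, 1mM TCEP, 0.01% Tween-20.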
TrxR1 inh = qHTS Assay for Inhibitors of Mammalian Selenoprotein Thioredoxin Reductase 1 (TrxR1): qHTS | hit rate 1% among 390,000 | Potency, µM (titrated, usually from 114 µM), inactives show at the highest dose activity change, negative = inhibition, usual class: inhibitors | recombinant rTrxR1, NADPH fluorescence consumption, selenite substrate | AID 588453, 2011; also: potency is read from the fitted curve at half-maximal effect; % is scaled to controls: 0 for no effect and ±100 for the full control effect; nearly all actives have a fitted effect of over 65% in size
Target sequence (O89049 whole entry, looked up): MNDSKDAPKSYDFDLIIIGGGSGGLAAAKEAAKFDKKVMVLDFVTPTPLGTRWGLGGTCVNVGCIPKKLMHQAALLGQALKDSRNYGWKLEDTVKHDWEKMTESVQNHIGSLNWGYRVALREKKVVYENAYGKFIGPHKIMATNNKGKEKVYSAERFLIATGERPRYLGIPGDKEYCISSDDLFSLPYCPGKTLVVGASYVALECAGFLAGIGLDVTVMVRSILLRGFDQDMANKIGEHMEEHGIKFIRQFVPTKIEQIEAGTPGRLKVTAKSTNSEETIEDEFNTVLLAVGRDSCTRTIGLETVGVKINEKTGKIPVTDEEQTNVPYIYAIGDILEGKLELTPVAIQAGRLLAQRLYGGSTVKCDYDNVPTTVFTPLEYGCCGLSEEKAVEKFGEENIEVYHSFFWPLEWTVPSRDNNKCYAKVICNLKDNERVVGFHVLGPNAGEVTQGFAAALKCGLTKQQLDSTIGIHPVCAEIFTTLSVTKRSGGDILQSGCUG
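Rat TrxR1 (90 nM in the dispensed reagent) was pre-reduced with 400 uM NADPH for 5 min at room temperature, then incubated with compound for 15 min. After 400 uM selenite was added, NADPH fluorescence (Ex 340/Em 450 nm) was followed for 8 min.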
HP1b binding inh = HTS for Inhibitors of HP1-beta Chromodomain Interactions with Methylated Histone Tails; hit rate 0.56% among 390,000; AlphaScreen HP1-beta / biotin-H3K9me3 peptide binding; Potency, µM (series often up to 114 µM), for inactives: at the highest dose activity change, negative = inhibition, hits mostly inhibitors; Chromobox protein homolog 1 (Homo sapiens), P83916; also: potency is read from the fitted curve at half-maximal effect; nearly all actives have a fitted effect of over 70% in size; inactives centre near 23
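AlphaScreen: HP1-beta (50 nM) preformed 30 min with biotin-H3(1-18)K9me3 peptide (50 nM) in PBS pH 7.4, 0.01% Tween-20. Compound added for 30 min at RT, then streptavidin donor/nickel chelate acceptor beads (10 ug/mL) for 30 min.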
GLS inhibitor = qHTS for Inhibitors of Glutaminase (GLS); Glutaminase kidney isoform, mitochondrial (Homo sapiens), O94925; GLS enzymatic activity, qHTS titration; Potency, µM (series often up to 45.5 µM), for the others: at the highest dose activity change, negative = inhibition, actives largely listed as inhibitors; hit rate 0.21% among 410,000; AID 624170, 2012; also: potency is read from the fitted curve at half-maximal effect; % is scaled to controls: 0 for no effect and ±100 for the full control effect
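hKGA; 45 mM KH2PO4 pH 8.2 + 0.02% Tween-20; cpd via pin tool; 1 mM Gln soln; GluOx/HRP/Amplex Red; RT 30 min; fluor. t0 & final.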
mIDH1 inhibitor = qHTS for Inhibitors of mutant isocitrate dehydrogenase 1 (IDH1): qHTS; IDH1-R132H enzyme, NADPH consumption, diaphorase/resazurin fluorescence; Potency, µM (series often up to 76.6 µM), without a hit: top-dose activity change, negative = inhibition, most hits filed as inhibitors; hit rate 0.093% among 390,000; also: potency is read from the fitted curve at half-maximal effect; % is scaled to controls: 0 for no effect and ±100 for the full control effect; nearly all actives have a fitted effect of over 65% in size
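IDH1-R132H (0.5 ug/mL dispensed) in pH 7.5 Tris buffer was preincubated 30 min with compound, then given a substrate mix of 0.016 mM NADPH and 2 mM alpha-KG for 80 min at room temperature; remaining NADPH was read by diaphorase/resazurin fluorescence.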
PI4K2A inh = qHTS for small molecular inhibitors of PI4K2A | purified PI4K2A, ADP-Glo luminescence, 1 h; stronger effect = lower value | Phosphatidylinositol 4-kinase type 2-alpha (Homo sapiens), Q9BTU6 | AID 1346378, 2018 | activity change, negative = inhibition, % at 76.9 µM | hit rate 0.13% among 420,000; in the data active = activity change below about -50%; inconclusive = mostly about -30% to -49%;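 also: -100% = wells without enzyme as full effect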
Target sequence (Q9BTU6 whole entry, looked up): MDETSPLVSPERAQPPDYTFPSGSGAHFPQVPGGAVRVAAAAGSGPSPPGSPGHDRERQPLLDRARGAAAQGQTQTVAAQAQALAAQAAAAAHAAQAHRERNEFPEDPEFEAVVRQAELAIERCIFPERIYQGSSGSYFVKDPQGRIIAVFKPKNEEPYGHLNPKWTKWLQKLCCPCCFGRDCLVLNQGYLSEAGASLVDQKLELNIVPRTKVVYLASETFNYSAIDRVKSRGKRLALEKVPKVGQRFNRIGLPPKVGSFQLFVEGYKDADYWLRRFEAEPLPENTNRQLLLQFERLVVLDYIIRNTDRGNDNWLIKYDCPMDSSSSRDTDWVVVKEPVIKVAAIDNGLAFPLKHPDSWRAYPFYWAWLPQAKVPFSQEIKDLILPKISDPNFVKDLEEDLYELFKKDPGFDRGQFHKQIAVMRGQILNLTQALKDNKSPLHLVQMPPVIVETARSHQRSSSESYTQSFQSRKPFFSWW
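Compounds are screened against recombinant PI4K2A using PI as substrate and ATP, the latter dispensed at 300 microM. Reactions run one hour at ambient temperature before ADP-Glo detection; full inhibition defined by wells lacking enzyme.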
TrxR1 substrate = qHTS Assay for Substrates of Mammalian Selenoprotein Thioredoxin Reductase 1 (TrxR1): qHTS; hit rate 0.01% among 390,000; Thioredoxin reductase 1, cytoplasmic (Rattus norvegicus), O89049; purified TrxR1 substrate turnover, NADPH consumption readout; AID 588456, 2011; Potency, µM (series often up to 114 µM), inactives show at the top dose activity change, negative = substrate turnover; also: potency is read from the fitted curve at half-maximal effect; % is scaled to controls: 0 for no effect and ±100 for the full control effect; nearly all actives have a fitted effect of over 50% in size
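Rat TrxR1, dispensed at 90 nM, was prereduced with 400 uM NADPH (final) for 5 min at ~22 deg C, then incubated with compound 15 min before 400 uM selenite. A first-read NADPH fluorescence drop versus no-compound background flagged substrates.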
PGK inhibitor = qHTS Assay to Find Inhibitors of Phosphoglycerate Kinase | Phosphoglycerate kinase, glycosomal (Trypanosoma brucei brucei), P07378 | PGK/GAPDH coupled, Kinase-Glo luminescence, 60 min | Potency, µM (top dose mostly 57.5 µM), inactives show at the top dose activity change, negative = inhibition, actives largely listed as inhibitors | hit rate 0.043% among 380,000; also: potency is read from the fitted curve at half-maximal effect; % is scaled to controls: 0 for no effect and ±100 for the full control effect; nearly all actives have a fitted effect of over 60% in size
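Recombinant glycosomal PGK reaction used 1,3-bisphosphoglycerate generated in-well by GAPDH (100nM final) in 100mM TEA pH 7.6, 5mM MgCl2, 0.01% Tween-20. After 60 minutes at room temperature, ATP was read by Kinase-Glo Plus luminescence end-point.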
* = called active by the depositor; i = inactive; ? = inconclusive; nt = no result given; & = joins results of further samples; [ ] = another dose, or the depositor's remark. Unless noted, calls follow the shape of the dose curve; as a rule, active = well fitted curve in the direction sought with a large enough effect; inconclusive = small, poorly fitted or top-dose-only effect, or another doubt; inactive = no such curve, though single readings can be large; an effect the other way counts as inactive or inconclusive.

No.	Molecule	Pin1 inhibitor	USP1 inh	TrxR1 inh	HP1b binding inh	GLS inhibitor	mIDH1 inhibitor	PI4K2A inh	TrxR1 substrate	PGK inhibitor
1	Cc1ccc(NC(=O)COc2cccc(Oc3ccccc3)c2)cc1S(=O)(=O)N1CCOCC1	-3%	-9%	6%	14%	2%	2%	3	-8%	i
2	COC(=O)C[N+](C)(C)C/C=C\c1ccccc1	-12%	-3%	-12%[57.1 µM]	10%	1%	-3%	-2	1%[57.1 µM]	-2%
3	CCN(CC(=O)Nc1c(F)cccc1F)C(=O)CCN1C(=O)C2CCCCC2C1=O (centres undefined)	0%	-20%	11%	-16%	-1%	0%	-1	1%	-1%
4	Cc1nn(C)c(C(=O)NNC(=S)NC2CCCCC2)c1Cl	-5%	-10%	-22%	2%	-1%	1%	-3	-2%	1%
5	COc1ccc(S(=O)(=O)N2CCCC2)c(Cl)c1Cl	-1%	3%	3%	19%	-8%	0%	-4	-2%	5%
6	Cc1nc2ccccc2n1C1CC(=O)N(N(C)C)C1=O (centres undefined)	-13%	-8%	18%[57.1 µM]	30%	3%	6%	4	6%[57.1 µM]	i
7	CCOC(=O)c1cnc(SCC(=O)NCc2ccco2)nc1N	-6%	-11%	15%[57.1 µM]	8%	-5%	1%	3	8%[57.1 µM]	-10%
8	Cc1ccc[n+](CC2OCc3ccccc3CO2)c1	-9%	-9%	8%[57.1 µM]	20%	-23%	-2%	3	8%[57.1 µM]	-2%
9	Cc1ccc(NC(=O)c2c(C)oc3ncn(C)c(=O)c23)cc1F	1%	-20%	9%[57.1 µM]	33%	3%	11%	-2	-1%[57.1 µM]	1%
10	CC(OC(=O)COc1ccc(C#N)cc1)C(=O)Nc1ccc(Cl)cn1 (centres undefined)	0%	-11%	3%[57.1 µM]	22%	-9%	-7%	-1	-2%[57.1 µM]	-2%
11	COc1ccc(NC(=O)CN2C(=O)C(C)Oc3ccc(C)cc32)cc1 (centres undefined)	0%	-16%	17%[57.1 µM]	10%	17%	-9%	-1	8%[57.1 µM]	-5%
12	CC(C)(C)c1ccc(S(=O)(=O)Nc2ccc(C(=O)N3CCCC3)cc2)cc1	-4%	-8%	-13%	6%	10%	?	2	-15%	-8%
13	C=CCc1c(C)nc(SC)nc1Nc1ccc(C)cc1	?	-15%	-6%[57.1 µM]	45%[activator]	8%	2%	3	3%[57.1 µM]	-2%
14	Cc1[nH]c2ccc(C(=O)NC3CCC(C)CC3)cc2c1C (centres undefined)	3%	-19%	35%	55%[activator]	3%	9%	-3	12%	0%
15	Cc1cc(-c2nnc(CCC(=O)NC(C)c3ccc(F)cc3)o2)no1 (centres undefined)	-10%	-8%	5%	44%[activator]	0%	-7%	-3	-5%	i
16	Nc1nc(SCc2c(Cl)cccc2Cl)n[nH]1	-4%	-6%	31%[57.1 µM]	16%	46%[activator]	9%	3	15%[57.1 µM]	i
17	CCOCc1[nH]c(=S)[nH]c(=O)c1Cc1ccc(OCC)cc1	1%	-11%	25%[57.1 µM]	3%	-2%	0%	4	-20%[57.1 µM]	-2%
18	CC(=O)N1CCCc2cc(S(=O)(=O)N3CCC(C(=O)Nc4cccc(Cl)c4C)CC3)ccc21	2%	-18%	14%[57.1 µM]	28%[57 µM]	2%	-8%	-2	0%[57.1 µM]	4%
19	CC(=O)NCC(=O)N1CCC(n2nccc2NC(=O)CCCc2ccccc2)CC1	-3%	-15%	3%	24%	-5%	0%	3	3%	-7%
20	Cc1ccc(NC(=O)CCCN2C(=O)/C(=C/C=C/c3ccccc3)SC2=S)cc1	31%[activator]	-17%	?	-24%	0%	6%	9	-16%	0%
21	CN(C(=O)c1ccc(NC(=O)Cc2cccc(NC(=O)C3CCCN(C(=O)C4CC4)C3)c2)cc1)C1CC1 (centres undefined)	2%	?	-10%	13%	-1%	0%	1	-8%	-4%
22	COC(=O)c1nnn(-c2nonc2N)c1CSc1ccccn1	-6%	-6%	3%	29%	-17%	6%	3	-1%	0%
23	O=C(O)c1ccc(COc2ccccc2/C=C2\NC(=O)N(Cc3ccccc3)C2=O)cc1	2%	-15%	20%[11.4 µM]	?	7%	20%	3	8%[57.1 µM]	-1%
24	Cc1nnc(-c2cnn(-c3ccccc3)c2N)n1Cc1ccncc1	-3%	-21%	16%	22%	-2%	6%	0	4%	i
25	Cc1ccc(-n2c(SCC(=O)NCc3ccc(F)cc3)nc3c([nH]c4ccccc43)c2=O)cc1	?	-9%	9%[57.1 µM]	21%[57 µM]	4%	8%	3	0%[57.1 µM]	5%
26	C=CCc1cccc(/C=C/c2cc(=O)c3ccccc3[nH]2)c1O	17%	-2%	-21%	3%	14%	19%	3	-14%	-8%
27	O=C(NCc1ccccc1)c1ccc2c(c1)C(=O)N(Cc1ccncc1)C2=O	-2%	-7%	6%	20%	17%	0%	2	2%	7%
28	COc1cccc(CC(=O)OCC(=O)c2cc(OC)ccc2OC)c1	-4%	-14%	15%	93%[activator]	-13%	9%	4	-2%	i
29	CC(=O)n1nc(-c2ccccc2)nc1NCc1cccs1	-4%	-14%	6%[57.1 µM]	52%[activator]	-23%	5%	-1	5%[57.1 µM]	0%
30	CC1CCC(NC(=O)c2ccc(CS(=O)(=O)c3cccc(C(F)(F)F)c3)o2)CC1 (centres undefined)	0%	-21%	-14%	60%[activator]	-1%	31%[activator]	-2	-7%	-10%
31	O=C(Nc1ccc(F)c(Cl)c1)c1cc(S(=O)(=O)N2CCc3ccccc3C2)ccc1F	?	-20%	24%[57.1 µM]	20%	-4%	6%	4	3%[57.1 µM]	-1%
32	O=C(/C=C/c1ccccc1)OCCCCN=C1NS(=O)(=O)c2ccccc21	8%	?	20%[57.1 µM]	-10%	0%	-4%	7	6%[57.1 µM]	1%
33	C[C@@H]1CCCCO[C@H](CN(C)S(=O)(=O)c2ccccc2)[C@@H](C)CN([C@H](C)CO)C(=O)c2cc(NC(=O)Cc3ccccc3)ccc2O1	nt	-27%	nt	nt	-3%	1%	2	nt	4%
34	O=C1c2ccccc2C(=O)N1CC(O)CNc1ccc(Br)cc1 (centres undefined)	-5%	-11%	-1%	14%	6%	1%	0	-3%	-9%
35	C(=N\Nc1ccccn1)/c1cccnc1	2%	-20%	0%	36%	-3%	10%	3	-15%	-4%
36	Cc1cc(NS(=O)(=O)c2ccc(NC(=O)/C=C/c3ccco3)cc2)nc(C)n1	8%	-5%	13µM*	-5%	25%	-1%	-9	-10%	16%
37	Nc1nc(SCc2ccc(Cl)cc2)ns1	-3%	-15%	-3%	30%	-1%	5%	-9	-2%	8%
38	Cc1cccc2c1-c1sc(C(=O)N(C)c3cccc(C(F)(F)F)c3)cc1CO2	-4%	-21%	77%[activator]	154%[activator]	-14%	7%	5	40%[activator]	i
39	CC(C)Oc1ccc(C(=O)NC(=S)N2CCOCC2)cc1	-8%	-7%	-28%	12%	-1%	-3%	-3	-13%	-5%
40	Cc1c(NC(C)C)c(=O)n(-c2ccccc2)n1C	?	6%	2%	11%	9%&31%	0%	-4&-1	-4%	-8%
41	NC(=O)NC(c1ccccc1)c1ccccc1F (centres undefined)	-1%	-9%	9%[57.1 µM]	40%[activator]	-3%	-3%	10	5%[57.1 µM]	-7%
42	COCCn1nnnc1SCC(=O)NCc1ccc2c(c1)OCO2	4%	7%	23%	31%	-1%	7%	-2	-5%	-3%
43	Cc1ccc(N2Cc3ccccc3OC(C)C2=O)cc1 (centres undefined)	-2%	?	6%	21%	-29%	1%	1	-1%	0%
44	CCCN(CC(=O)Nc1ccccc1C)C(=O)c1ccc(N2CCCCC2)c([N+](=O)[O-])c1	-2%	-20%	1%	-14%	0%	4%	-1	-2%	5%
45	Cn1cccc1C(=O)NC(=O)CSc1nnc(C2CC2)n1-c1ccccc1	1%	-14%	7%[57.1 µM]	24%	2%	-4%	-7	7%[57.1 µM]	5%
46	CCc1ccccc1Nc1cc(C(=O)NCc2ccccn2)c2ccccc2n1	21%	-11%	9%[57.1 µM]	45%[activator]	-2%	1%	0	-4%[57.1 µM]	-5%

Two of the compounds above, with one line to a screen.
[38] Cc1cccc2c1-c1sc(C(=O)N(C)c3cccc(C(F)(F)F)c3)cc1CO2
[34] O=C1c2ccccc2C(=O)N1CC(O)CNc1ccc(Br)cc1 (centres undefined)
entry no. | 38 | 34
Pin1 inhibitor | -4% | -5%
USP1 inh | -21% | -11%
TrxR1 inh | 77%[activator] | -1%
HP1b binding inh | 154%[activator] | 14%
GLS inhibitor | -14% | 6%
mIDH1 inhibitor | 7% | 1%
PI4K2A inh | 5 | 0
TrxR1 substrate | 40%[activator] | -3%
PGK inhibitor | i | -9%

Only part of the results is shown; the hit share may differ from the screen's.
